CHO parental Ca: counter-screen: ATP calcium response change in parental CHO cells; parental CHO-K1, ATP-induced calcium, Fluo-8 fluorescence; inhibition, % at 5.6 µM; actives 0.63% (n = 330,000); AID 463079;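 active means inhibition above that plate's mean sample inhibition plus 3 SD, cut at about 26% in these data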;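 further: 0% = ATP-challenged DMSO wells and 100% = DMSO wells without ATP; some compounds past the cut are filed as inactive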
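Test system: untransfected parental CHO cell line; also added: ATP stimulus; dosing: 5.6 µM, single dose; signal: calcium-sensitive Fluo-8 fluorescence; measure: percent inhibition of ATP-evoked calcium rise, normalized to controls; benchmarks: low control ATP plus DMSO, high control DMSO only; replication: one well per compound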
OXTR potentiator: human OXTR potentiation | actives 0.061% (n = 320,000) | CHO-OTR cells, Fluo-8 calcium fluorescence, potentiator mode; 0% = oxytocin EC15, 100% = EC100 | activation, % at 3 µM;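 active means activation above that plate's cutoff, the mean activation of tested compounds plus 3 SD, cut at about 6.6% in these data, passing the limit was not always enough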;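 further: 100% uses oxytocin at 75 nM as the full agonist control; some results filed as inactive read as strong as hits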
Target sequence (P30559 whole entry, looked up): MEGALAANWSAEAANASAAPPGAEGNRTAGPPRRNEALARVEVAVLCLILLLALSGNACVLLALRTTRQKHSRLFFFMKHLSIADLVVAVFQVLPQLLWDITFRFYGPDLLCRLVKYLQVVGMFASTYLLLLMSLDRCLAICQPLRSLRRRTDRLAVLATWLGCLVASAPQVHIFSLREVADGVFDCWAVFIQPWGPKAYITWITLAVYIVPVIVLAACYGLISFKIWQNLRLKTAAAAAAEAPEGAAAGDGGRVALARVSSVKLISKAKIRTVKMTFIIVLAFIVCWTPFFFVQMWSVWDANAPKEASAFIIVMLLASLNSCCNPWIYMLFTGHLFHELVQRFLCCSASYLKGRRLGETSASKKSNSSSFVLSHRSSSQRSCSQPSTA
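test system = CHO-OTR cells, human receptor | compound = single-point 3.0 µM | schedule = 6 min compound pre-incubation at room temperature, 100 s kinetic read | signal = Fluo-8 no-wash calcium dye fluorescence, excitation 470-495 nm, emission 515-575 nm | repeats = single well per compound, singlicate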
CHO-K1 Ca antag: nonselective inhibitor or artifact in parental CHO-K1 cells; ATP-induced calcium, Fluo-8 fluorescence; inhibition, % at 3 µM; actives 0.6% (n = 360,000); AID 602250;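 active means inhibition above a per-plate cutoff, the plate's mean sample inhibition plus 3 SD, cut at about 24% in these data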;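 further: 0% = DMSO plus EC80 ATP and 100% = DMSO alone without ATP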
M1 ag parental: M1 agonist counterscreen hit in parental CHO-K1 cells. Fluo-8 calcium fluorescence; scaled to maximal ATP response, vehicle zero. activation, % at 3 µM. actives 0.48% (n = 360,000). AID 602248; in the data active means activation above about 15%;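 further: untransfected CHO-K1 host cells lacking M1 receptor as counterscreen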
CHRM1 antagonist: antagonists of human M1 muscarinic receptor. P11229. CHO-K1 hM1, Fluo-8 calcium fluorescence, ACh EC80 antagonist. inhibition, % at 3 µM. actives 1.3% (n = 360,000);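 active means percent inhibition above its own plate's cutoff, namely the mean of that plate's compound wells plus 3 SD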;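 further: peak over basal fluorescence ratio during 140 s after agonist addition; 0% = ACh EC80 plus DMSO and 100% = DMSO alone without agonist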
Target sequence (P11229 whole entry, looked up): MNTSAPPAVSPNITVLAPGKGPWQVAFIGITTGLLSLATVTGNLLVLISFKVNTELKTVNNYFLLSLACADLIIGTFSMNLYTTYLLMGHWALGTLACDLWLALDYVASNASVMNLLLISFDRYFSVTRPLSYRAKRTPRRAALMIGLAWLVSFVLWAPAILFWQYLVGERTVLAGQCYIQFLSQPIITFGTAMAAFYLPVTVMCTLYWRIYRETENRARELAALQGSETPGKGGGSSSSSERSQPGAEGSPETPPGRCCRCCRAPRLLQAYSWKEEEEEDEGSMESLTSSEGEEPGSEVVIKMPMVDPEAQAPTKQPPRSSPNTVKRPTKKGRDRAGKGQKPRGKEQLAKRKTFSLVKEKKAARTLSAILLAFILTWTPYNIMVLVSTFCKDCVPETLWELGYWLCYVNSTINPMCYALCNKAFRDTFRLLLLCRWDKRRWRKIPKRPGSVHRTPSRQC
CHRM1 PAM: positive allosteric modulators of human M1 muscarinic receptor; P11229; CHO-K1 hM1, Fluo-8 calcium fluorescence, ACh EC20; 0% = ACh EC20, 100% = maximal ACh; activation, % at 3 µM; actives 0.088% (n = 360,000); in the data active means activation above about 19%, passing the limit was not always enough
CHRM4 agonist: CHRM4 agonism in calcium assay; activation, % at 3 µM; P08173; actives 0.14% (n = 360,000); CHO-K1 hM4/Gqi5, Fluo-8 calcium fluorescence; vehicle 0%, full acetylcholine response 100%; AID 624127;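 active means activation above the run mean over all test wells plus 3 SD, cut at about 32% in these data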;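 further: peak over basal fluorescence ratio per well then scaled between controls; 0% = DMSO wells and 100% = acetylcholine at EC100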
M4 antag: blocks acetylcholine activation of human M4 receptor; P08173; CHO-hM4 cells, ACh EC80, Fluo-8 calcium fluorescence; inhibition, % at 3 µM; actives 0.73% (n = 360,000); AID 624125;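 active means inhibition above its plate's cutoff, the mean inhibition of sample wells plus 3 SD, cut at about 27% in these data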;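 further: 0% = acetylcholine EC80 with DMSO and 100% = DMSO without agonist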
M1 ag: agonists of human M1 muscarinic receptor. P11229. CHO-K1 hM1, Fluo-8 calcium fluorescence, agonist mode; 0% DMSO, 100% acetylcholine EC100. activation, % at 3 µM. actives 0.33% (n = 360,000). AID 588814;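 active means activation above the run's mean compound activation plus 3 SD, cut at about 16% in these data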;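 further: peak over basal fluorescence ratio within a 140 s kinetic read after compound addition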
* hit, by the source's call; x = no result given.

molecule | CHO-K1 Ca antag | CHRM1 antagonist | CHRM1 PAM | OXTR potentiator | CHO parental Ca | M1 ag parental | M4 antag | CHRM4 agonist | M1 ag
O=Cc1c(-c2ccc(Cl)cc2)oc2ccc(O)cc12 | -5 | -11 | 5 | -6 | -11 | 1.6 | -7 | -1 | -1
O=C(Cc1ccc([N+](=O)[O-])cc1)Nc1ccc(Cl)cc1 | -4 | 0 | 1 | -27 | 6 | 5.4 | -2 | 5 | -2
COc1cccc2c1OCC/C2=N\NC(=O)C(C)Oc1ccc([N+](=O)[O-])cc1 (stereo not given) | 6 | 1 | -7 | -2 | -8 | 0.3 | 2 | 1 | -5
CN(CC(=O)Nc1cccc(F)c1)C(=O)c1cc(S(=O)(=O)N2CCN(c3ccccc3)CC2)ccc1Cl | 8 | 5 | 8 | -12 | -5 | 4.2 | 6 | 9 | 3
COCCN(CC1CCCN(C2Cc3ccccc3C2)C1)C(=O)CCSC (stereo not given) | -18 | -16 | -1 | -1 | -21 | 0.0 | -10 | 0 | -10
Cc1nn(-c2ccccc2)c(C)c1/C=N/n1c(-c2ccc(Cl)cc2)n[nH]c1=S | -14 | -4 | 5 | -4 | -9 | 0.6 | -6 | 1 | -2
Cc1cc(C(=O)Cn2nc(C(=O)O)c3ccccc3c2=O)c(C)n1-c1ccc(F)cc1 | -5 | -2 | -1 | -4 | -20 | 2.3 | 8 | 1 | -9
C=CCOc1ccc2c(c1)c(=O)cc(C(=O)O)n2CC | 1 | -9 | 17 | -3 | -18 | -0.1 | 13 | 1 | 0
CCOc1ccc(-n2c(C)cc(/C=N/N(C)C)c2C)cc1 | 11 | 12 | 0 | -1 | -18 | -0.5 | 9 | -1 | -6
COc1ccc(CCn2c(SCC(=O)Nc3cc(C)on3)nc3ccccc3c2=O)cc1OC | -10 | -3 | -1 | 6 | 1 | 0.6 | 5 | 0 | -1
CN(C(=O)c1ccc(NC(=O)Cc2cccc(NC(=O)C3CCCN(C(=O)C4CC4)C3)c2)cc1)C1CCCC1 (stereo not given) | -1 | 1 | 1 | -4 | 2 | -0.2 | 2 | 0 | -4
CCOC(=O)c1[nH]cnc1C(=O)Nc1cccc(OC)c1 | -11 | -15 | 12 | -17 | 1 | 0.9 | 6 | 1 | 0
COc1cc(C(C(=O)NC2CCCCC2)N(C(=O)Cc2c[nH]c3ccccc23)c2ccccc2C)cc(OC)c1OC (stereo not given) | -8 | -8 | 6 | -1 | -15 | -0.4 | -6 | 0 | -8
O=C1C2C(C(=O)N1/N=C/c1ccc([N+](=O)[O-])o1)C1C=CC2C12CC2 (stereo not given) | -1 | -14 | 9 | -1 | -15 | -0.4 | 4 | 1 | -9
Nc1nc(C2CC(=O)OC23CCCCC3)cs1 (stereo not given) | -9 | -23 | 6 | -2 | -7 | 0.2 | 0 | 0 | -5
O=c1c2cccnc2n(-c2ccccc2)n1Cc1c(Cl)cccc1Cl | -9 | -7 | 6 | -8 | -16 | -0.3 | -3 | 1 | -6
O=C(/C=C/c1cc[n+](CC(=O)c2ccc3cccc4c3c2CC4)cc1)c1ccc2cccc3c2c1CC3 | -4 | -8 | 7 | -2 | -11 | -0.1 | 7 | 0 | -2
N#C/C(=C(/O)Cc1ccccc1)P(=O)(c1ccccc1)c1ccccc1 | -15 | -12 | 3 | 2 | -19 | 0.2 | -6 | 0 | -2
COc1cc(C2C(C(=O)Nc3ccccc3OC)=C(C)Nc3ncnn32)ccc1O (stereo not given) | 9 | 1 | -1 | -7 | -5 | 0.3 | -11 | 5 | -1
Cc1csc(=O)n1CC(=O)OCC(=O)Nc1cc(S(=O)(=O)N2CCOCC2)ccc1Cl | 2 | -12 | 0 | -12 | -1 | 1.4 | 3 | 4 | 2
O=C(NC1CCCCC1)Oc1cccc2ccccc12 | 3 | 5 | -5 | -6 | -4 | 1.1 | -1 | 6 | -6
O=C(CSc1ccc(Cl)cc1)N/N=C/c1cccnc1 | 0 | 3 | 1 | -9 | -11 | 1.2 | 7 | 2 | -5
CCc1nnc(NC(=O)CCC(=O)NCc2ccc(OC)cc2)s1 | -9 | -1 | -1 | -2 | 12 | 0.6 | -2 | 0 | -1
COc1ccc(C)cc1NC(=O)CN1C(=O)COc2ccc(S(=O)(=O)N3CCC(C)CC3)cc21 | 1 | -3 | 3 | -6 | -25 | 0.1 | 8 | 0 | -3
COC(C(=O)Nc1ccc(Br)cc1F)c1ccccc1 (stereo not given) | -1 | -6 | 5 | 3 | 3 | 0.3 | -7 | 0 | -12
Cc1ccc(NC(=O)NC2CCCN2S(=O)(=O)c2ccc(Cl)cc2)cc1 (stereo not given) | -8 | 9 | -2 | -10 | -31 | 1.6 | 7 | 1 | 0
NC(=NC(=O)c1ccccc1)N1CCN(C(c2ccccc2)c2ccccc2)CC1 | 0 | -3 | -1 | -4 | -17 | 0.2 | -4 | 0 | -4
O=C1CSCN1c1cc(Cl)ccc1Cl | -8 | 4 | 1 | -3 | -5 | 0.9 | 4 | 1 | -8
COc1ccc(S(=O)(=O)N(CC(=O)NCc2ccco2)c2ccc(F)cc2)cc1 | -3 | 0 | -3 | -11 | -26 | 7.3 | 1 | 17 | -2
O=C(CC1C(=O)N(c2ccccc2)C(=S)N1c1ccccc1)c1ccccc1 (stereo not given) | 5 | 3 | 9 | -4 | -27 | -0.2 | -4 | -1 | 0
COc1ccc(NC(=O)CC(NCc2ccccn2)C(=O)O)cc1 (stereo not given) | 3 | -2 | 11 | -3 | 1 | 18* | 9 | 0 | -5
O=C1Nc2ccc(S(=O)(=O)N3CCCC3C(=O)O)c3cccc1c23 (stereo not given) | 1 | -15 | 19 | 0 | -9 | -0.4 | -10 | 1 | 3
Cn1c(=O)c2c(nc(CN3CCOCC3)n2CCCO)n(C)c1=O | -4 | -9 | 13 | -7 | -13 | 1.1 | -3 | 1 | -4
Cc1ccc(S(=O)(=O)ON2C(=O)c3ccccc3C2=O)c(C)c1 | -11 | -5 | 6 | 1 | -8 | 0.2 | -6 | 1 | -1
CCCC(=O)Nc1c2c(nc3ccccc13)N(c1ccccc1)CC2 | -8 | 13 | -6 | 7 | -17 | 3.1 | -6 | 10 | -6
COc1cccc(CNc2nc3cc(-c4ccccc4C)sc3c(=O)n2C)c1OC | -4 | -2 | 0 | x | x | 1.1 | -15 | 1 | -6
COc1ccc(C(=O)C(CN2CCOCC2)c2ccccc2)cc1 (stereo not given) | -12 | -4 | -1 | -3 | -11 | 3.6 | 9 | 3 | -15
Cc1sc(NC(=O)c2cc3ccccc3oc2=O)c(C(=O)OC(C)C)c1-c1ccccc1 | -11 | -8 | 4 | -8 | -1 | 0.1 | -3 | 1 | -2
CCCNC(=O)c1ccccc1NC(=O)CN(c1ccccc1)S(=O)(=O)N(C)C | -5 | -10 | 4 | -5 | -15 | 3.6 | -2 | 4 | -5
CN(CC(=O)Nc1ccc(N2CCOCC2)cc1)C(=O)c1cc2c(s1)CCCC2 | -7 | -9 | 7 | -5 | -4 | 2.9 | -10 | 14 | -1
NC(=O)C1=C[C@@H](c2ccc3c(c2)OCO3)C[C@@H](OCCCCO)O1 | -9 | -2 | 3 | -2 | 2 | 0.6 | 14 | 0 | -6
C=CCn1c(-c2ccc(OC)cc2)csc1=Nc1c(C)n(C)n(-c2ccccc2)c1=O | -13 | -1 | -13 | -10 | -22 | 2.9 | -5 | 3 | -4
Cc1cc(C(C)(C)C)cc(S(=O)(=O)NCCO)c1C | -19 | -5 | 4 | -15 | -15 | 1.1 | -8 | 0 | -2
O=C(N/N=C/c1ccccc1O)/C(=C/c1ccccc1)CCO | 11 | -9 | 1 | 3 | -6 | 1.1 | 8 | 1 | 1
CN(C)Cc1cc2ccccc2c2c1COC2 | 7 | -6 | -4 | -2 | -20 | 0.9 | 6 | 0 | -7
Cc1c(CC(=O)O)c(=O)oc2c(C)c(OCc3nn[nH]n3)ccc12 | -2 | -10 | 5 | 4 | -2 | 0.3 | -2 | 0 | -2
Cn1c(CN2CCN(C(=O)c3ccccc3Cl)CC2)nc2cc([N+](=O)[O-])ccc21 | 14 | 2 | 5 | 0 | -16 | -0.1 | 5 | 0 | -1
COc1ccc(N(C(=O)Cn2nnc3ccccc32)C(C(=O)NCc2ccco2)c2ccncc2)cc1 (stereo not given) | -10 | -3 | 1 | -6 | -17 | 0.7 | -1 | 0 | -5
O=[N+]([O-])c1ccc(CSc2nnc(Cc3ccccc3)o2)cc1 | -6 | -20 | 10 | -4 | -19 | 1.4 | 10 | 0 | 2
CC(=O)CC(=O)Nc1ccccc1NC(C)=O | 2 | 6 | -3 | -9 | 19 | 0.1 | -4 | 1 | -2
Cc1ccc(CNC(=O)CCC2CCCN(Cc3cc4ccccc4o3)C2)o1 (stereo not given) | 9 | -3 | 5 | -5 | -24 | 0.0 | 5 | 0 | -8
CCN(CC)S(=O)(=O)c1cccc(C(=O)OCC(=O)NCCN2C(=O)CSC2=O)c1 | -12 | -3 | -4 | 2 | -1 | 0.5 | 0 | 2 | -5
COc1ccccc1NC(=O)Nc1ccncc1 | -14 | -3 | 2 | -9 | -1 | -0.3 | -14 | 2 | -2
CCOC(=O)CSc1n[nH]c(NC(=O)c2cccc(C)c2)n1 | -8 | -13 | 7 | 0 | -11 | 0.0 | -2 | 0 | -5
COc1ccc([C@H]2Cc3cc(O)cc(O)c3C(=O)O2)cc1O | -5 | -9 | 6 | -8 | -8 | 0.9 | 0 | 3 | 0
C=CCNC(=O)COC(=O)CCC(=O)c1cccs1 | -1 | -6 | 3 | -4 | -4 | 0.5 | 11 | 1 | 0
CSC1=C(C#N)C(c2ccc(Cl)cc2)C2=C(CC(C)(C)CC2=O)N1 (stereo not given) | 19 | -8 | -2 | -2 | -15 | 0.4 | 4 | -1 | -7
O=[N+]([O-])c1cccc(CON=Cc2cc(Cl)ccc2O)c1 | 1 | 10 | -11 | x | x | 1.9 | -4 | 4 | -4

Complete entries as entered above.
`Cc1ccc(S(=O)(=O)ON2C(=O)c3ccccc3C2=O)c(C)c1` is listed as CHO-K1 Ca antag = -11; CHRM1 antagonist = -5; CHRM1 PAM = 6; OXTR potentiator = 1; CHO parental Ca = -8; M1 ag parental = 0.2; M4 antag = -6; CHRM4 agonist = 1; M1 ag = -1
`Cc1c(CC(=O)O)c(=O)oc2c(C)c(OCc3nn[nH]n3)ccc12` is listed as CHO-K1 Ca antag = -2; CHRM1 antagonist = -10; CHRM1 PAM = 5; OXTR potentiator = 4; CHO parental Ca = -2; M1 ag parental = 0.3; M4 antag = -2; CHRM4 agonist = 0; M1 ag = -2

Assay outcomes as filed in PubChem.
